PfHsp40 rescue – rescue of yeast from PfHsp40 toxicity, primary screen, S. cerevisiae, ATP luminescence. S. cerevisiae expressing PfHsp40, growth rescue. growth rescue, % at 12.5 µM. hit rate 0.68% among 340,000. AID 504582, 2011; in the data active means growth rescue above about 28%, passing the limit was not always enough; inconclusive means no clear call, values can overlap the other calls;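 further: yeast W303a lacking pdr1 and pdr3 grown in galactose medium; growth measured after three days at 30 °C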
GDH-TPI counter – GDH-TPI coupling enzyme inhibitors, primary screen, artefact control for M. tuberculosis FBA inhibitor project, biochemical, absorbance, full deck | GDH-TPI coupled enzyme counterscreen, NADH absorbance | inhibition, % at 4.8 µM | hit rate 1.2% among 360,000; in the data active means inhibition above about 30%;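 further: 0% = DMSO wells and 100% = wells lacking the enzyme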
BoNT A protease – BoNT/A light chain protease inhibitors, primary screen, biochemical, flow cytometry, MLPCN library | Botulinum neurotoxin type A light chain protease (Clostridium botulinum A str. ATCC 3502) | multiplex microsphere protease substrate cleavage | inhibition, % at 10 µM | hit rate 0.17% among 360,000 | AID 588499, 2011; further: plate controls were buffer without enzyme for full effect and enzyme alone for no effect
Anthrax LF prot – Bacillus anthracis LF protease inhibitors, primary screen, biochemical, multiplex microsphere, MLPCN library. Lethal factor (Bacillus anthracis), P15917. inhibition, % at 10 µM. hit rate 0.12% among 360,000. multiplex microsphere protease cleavage assay; further: plate controls were buffer without enzyme for full effect and enzyme alone for no effect
Target sequence (P15917 whole entry, looked up): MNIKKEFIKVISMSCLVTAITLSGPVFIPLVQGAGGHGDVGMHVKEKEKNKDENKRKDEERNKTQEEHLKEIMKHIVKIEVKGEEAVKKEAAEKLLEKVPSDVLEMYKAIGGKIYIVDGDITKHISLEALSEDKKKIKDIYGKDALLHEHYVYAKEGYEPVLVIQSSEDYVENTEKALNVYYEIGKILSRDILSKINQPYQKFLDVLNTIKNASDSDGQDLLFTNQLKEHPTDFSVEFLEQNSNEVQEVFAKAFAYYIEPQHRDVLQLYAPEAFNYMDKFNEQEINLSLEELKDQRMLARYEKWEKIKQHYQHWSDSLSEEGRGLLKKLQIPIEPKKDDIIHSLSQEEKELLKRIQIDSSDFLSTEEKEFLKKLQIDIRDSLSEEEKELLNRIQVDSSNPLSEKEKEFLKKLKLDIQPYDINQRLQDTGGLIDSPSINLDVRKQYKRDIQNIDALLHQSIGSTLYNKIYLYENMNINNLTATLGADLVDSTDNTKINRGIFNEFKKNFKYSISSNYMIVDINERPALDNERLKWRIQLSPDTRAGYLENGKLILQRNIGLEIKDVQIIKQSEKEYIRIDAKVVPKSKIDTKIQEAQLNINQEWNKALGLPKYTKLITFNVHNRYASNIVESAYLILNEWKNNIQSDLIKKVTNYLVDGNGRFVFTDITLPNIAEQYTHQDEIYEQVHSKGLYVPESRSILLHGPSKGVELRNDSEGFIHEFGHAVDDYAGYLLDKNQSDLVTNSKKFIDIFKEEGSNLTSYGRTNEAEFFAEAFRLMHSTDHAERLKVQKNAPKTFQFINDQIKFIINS
BoNT-F LC inh – BoNT/F light chain protease inhibitors, primary screen, biochemical, flow cytometry, MLPCN library | Botulinum neurotoxin type F light chain protease (Clostridium botulinum) | Multiplex microsphere protease cleavage assay | inhibition, % at 10 µM | hit rate 0.22% among 360,000; in the data active means inhibition above about 35%, passing the limit was not always enough; inconclusive means no clear call, values can overlap the other calls; further: plate controls were buffer without enzyme for full effect and enzyme alone for no effect
FadD28 FP inh – inhibitors of FadD28 bisubstrate probe binding, primary screen, biochemical, fluorescence polarization, single point. AID 588549, 2011. Mycobacterium tuberculosis FadD28 fatty-acid-AMP ligase. hit rate 0.22% among 360,000. inhibition, % at 12.5 µM; in the data active means inhibition above about 8.5%, passing the limit was not always enough; inconclusive means no clear call, values can overlap the other calls
FBA Mtb inh – Mtb FBA enzyme inhibitors, primary screen, biochemical, fluorescence, strain H37Rv; purified M. tuberculosis FBA, fluorescence read-out; AID 588726, 2011; hit rate 2.3% among 360,000; inhibition, % at 1 µM; Fructose-bisphosphate aldolase (Mycobacterium tuberculosis (strain ATCC 25618 / H37Rv)), …; in the data active means inhibition above about 27%;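 further: 0% = vehicle and 100% = reference inhibitor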
UGM FP inh – M. tuberculosis UGM enzyme inhibitors, primary screen, biochemical, fluorescence polarization, single point; inhibition, % at 10 µM; hit rate 0.06% among 320,000; UDP-galactopyranose mutase (Mycobacterium tuberculosis (strain ATCC 25618 / H37Rv)), …; purified UGM, fluorescence polarization probe displacement; in the data active means inhibition above about 10%, passing the limit was not always enough; inconclusive means no clear call, values can overlap the other calls
BioA inh – M. tuberculosis BioA enzyme inhibitors, primary screen, biochemical, plate reader, single point, HTS. AID 602481, 2012. hit rate 0.096% among 360,000. purified M. tuberculosis BioA enzyme. 7,8-diaminopelargonic acid synthase BioA (Mycobacterium tuberculosis). inhibition, % at 9.99 µM; in the data active means inhibition above about 40%; inconclusive means no clear call, values can overlap the other calls
Starred values were filed as active, the others as inactive; ? = inconclusive; nt = not tested or not shown. Unless noted, no stated cut-off is given here; in the data, active means inhibition above about 30%; inconclusive means no clear call, values can overlap the other calls; inactive means below that.

Molecule	PfHsp40 rescue	BioA inh	FadD28 FP inh	Anthrax LF prot	UGM FP inh	BoNT A protease	FBA Mtb inh	BoNT-F LC inh	GDH-TPI counter
CC(C)Cc1nccs1	-0.3	-1.8	-4.3	4	-2.2	-0.8	-3	-4	-10
Cc1ccccc1OC1CCN(C(=O)c2cc(COc3ccccc3)on2)CC1	0.9	-1.8	nt	-3	-2.6	-0.1	2	-4	-9
O=C(Cc1c(F)cccc1Cl)Nc1ccccn1	0.2	-0.2	-2.0	-5	-0.8	-0.5	0	-25	3
NS(=O)(=O)c1ccc(NNC(=O)c2ccccc2)cc1	1.3	-1.3	-3.6	?	2.1	-3.7	-2	-32	-10
CCc1cc(C(=O)N2CCN(S(=O)(=O)c3ccc(Cl)cc3)CC2)sc1C	1.6	0.2	0.1	-6	-0.3	0.6	0	1	-6
Cc1ccccc1-c1nc(CS(=O)(=O)CC(=O)NCCCN2CCOCC2)c(C)o1	14	-0.2	-0.1	0	-3.5	-0.3	3	1	7
Cc1ccc(S(=O)(=O)ON2C(=O)c3cccc4cccc(c34)C2=O)cc1	-0.1	-2.7	-1.8	0	0.5	0.0	3	-3	1
CC1(C(=O)Nc2ccc(Cl)c(Cl)c2)CCN1C(=O)Cc1ccc(-c2ccccc2)cc1 (stereo unspecified)	nt	-0.7	-4.6	-2	nt	-0.3	-2	-3	2
CCCNC(=O)c1ccc(N2CCC3(CC2)CC(c2cccc(Br)c2)=NO3)c(NC(=O)c2cccc(C)c2)c1	1.4	-0.9	-1.5	1	-1.1	0.4	-2	-6	2
CCCS(=O)(=O)NC(=O)C1(C)CCN(C(=O)c2ccccc2C(F)(F)F)C1 (stereo unspecified)	nt	-0.9	-0.5	3	nt	-0.2	-1	1	8
Cc1cccc(-n2c(O)c(C=Nc3ccc(S(N)(=O)=O)cc3)c(=O)[nH]c2=O)c1	0.2	nt	0.1	-6	1.4	-1.4	0	3	-6
CC1=NN(c2cc(Cl)c(S(=O)(=O)O)cc2Cl)C(=O)C1	2.9	2.7	-0.7	-6	nt	0.2	-1	-2	13
Fc1ccc(-c2csc(=S)[nH]2)cc1	0.6	nt	1.2	-7	2.9	-1.0	1	-3	1
COc1ccc(CN(C)C(=O)c2ccc(OCC(=O)Nc3cccc(C(F)(F)F)c3)c(OC)c2)c(OC)c1	3.4	0.3	?	2	-1.0	-0.1	1	2	2
COc1ccc(CCNCc2ccccc2F)cc1OC	0.1	0.5	0.1	-10	1.1	0.4	-2	-3	8
COc1ccc(CCC(C)Nc2cccc(C)c2)cc1 (stereo unspecified)	-0.1	1.4	-1.7	-6	-1.9	-1.9	-3	-13	4
CN1C(=O)/C(=C/c2ccc(O)c([N+](=O)[O-])c2)NC1=S	-1.3	nt	-0.7	3	0.7	-1.5	-30	1	3
O=C(NC1CCC(O)CC1)c1ccc(NS(=O)(=O)c2cccc([N+](=O)[O-])c2)cc1 (stereo unspecified)	-2.8	-1.9	-1.3	5	-0.3	-0.2	-4	-6	-3
CCn1c(=NC(=O)c2ccc(S(=O)(=O)N(C)C)cc2)sc2cccc(OC)c21	0.4	nt	0.6	0	2.7	0.1	7	2	1
O=[N+]([O-])c1ccc(Sc2n[nH]c(-c3ccc(Cl)cc3Cl)n2)nc1	1.0	-1.3	-4.4	-2	0.2	0.2	5	3	13
N=C(N)CCCOc1ccccc1-c1ccccc1	-1.8	nt	-3.0	0	3.8	-0.1	-1	-2	-11
O=C(O)c1cc(N2CCCCC2)ccn1	-0.8	nt	0.3	-7	nt	-0.9	-2	6	14
CC1CC(C)CN(C(=O)Cn2c(SCC(=O)N3CCc4ccccc4C3)nc3ccccc32)C1 (stereo unspecified)	-1.2	-0.3	-0.5	1	0.1	-0.6	48*	26	-3
O=C1C[C@H]2[C@H](CO)[C@@H](OC(=O)c3ccc(-c4ccccc4)cc3)C[C@H]2O1	-1.1	-0.2	-5.8	0	1.4	0.4	-1	-12	-1
Cc1ccc(NC(=O)c2ccc(N/N=C/c3cccc(O)c3)c([N+](=O)[O-])c2)cc1	-0.6	1.7	-1.0	1	-0.1	-0.1	-2	0	16
COCCn1c(SCC(=O)NNC(=O)Cc2ccccc2)nc2ccccc2c1=O	-1.7	nt	-0.5	-1	0.2	0.1	0	-3	-2
O=C(Cc1ccccc1[N+](=O)[O-])N1CCN(c2ccccc2F)CC1	2.1	nt	1.8	-1	-1.8	0.8	-1	-1	4
N#C/C(=C\c1ccco1)C(=O)NCC1CCCO1 (stereo unspecified)	-1.9	-1.9	-2.4	0	-1.1	0.4	0	9	46*
O=Cc1ccc(-n2cncn2)cc1	-0.5	nt	-3.8	-1	-0.9	-0.3	1	2	-5
COc1cc(CC2COC(=O)C2(O)Cc2ccc(O)c(OC)c2)ccc1O (stereo unspecified)	0.8	1.2	0.4	-8	-0.3	-1.0	6	-4	-8
O=C1CN(C(=O)c2ccccc2F)C(c2ccc(F)cc2)c2cc(Br)ccc2N1 (stereo unspecified)	-0.7	0.7	nt	5	-0.9	-2.1	-1	-1	-2
O=C(Nc1ccccc1)/C(=C/c1cccnc1)NC(=O)c1ccco1	0.3	nt	-2.9	-1	-2.1	-0.1	4	-5	-6

Quoted at random: 2 compounds from above.
Molecule	PfHsp40 rescue	BioA inh	FadD28 FP inh	Anthrax LF prot	UGM FP inh	BoNT A protease	FBA Mtb inh	BoNT-F LC inh	GDH-TPI counter
Fc1ccc(-c2csc(=S)[nH]2)cc1	0.6	nt	1.2	-7	2.9	-1.0	1	-3	1
O=C(Cc1ccccc1[N+](=O)[O-])N1CCN(c2ccccc2F)CC1	2.1	nt	1.8	-1	-1.8	0.8	-1	-1	4

(further entries)
Molecule	PfHsp40 rescue	BioA inh	FadD28 FP inh	Anthrax LF prot	UGM FP inh	BoNT A protease	FBA Mtb inh	BoNT-F LC inh	GDH-TPI counter
OC(COc1cccc2ccccc12)CN1CCN(c2cccc(Cl)c2)CC1 (stereo unspecified)	0.6	-0.3	-3.3	0	-0.6	-0.9	-3	-11	-6
COc1ccc(C)cc1NS(=O)(=O)c1ccc2c(c1)n(C)c(=O)n2C	14	0.0	-1.8	1	1.4	0.5	3	-4	5
O=C(CC1C(=O)NCCN1Cc1ccccc1C(F)(F)F)NCCc1ccccn1 (stereo unspecified)	-0.5	nt	-2.8	-1	-4.5	-0.2	0	-6	6
Fc1cccc(CNCC2CCCO2)c1 (stereo unspecified)	2.0	-1.0	0.0	-4	-2.2	5.0	-1	?	6
Cc1ccnn1CCC(=O)N1CCCC(CCC(=O)NCc2ccccc2F)C1 (stereo unspecified)	0.0	nt	0.0	1	1.4	-0.1	3	-6	1
O=C(Nc1ccc(Cl)cc1)Nc1nc(-c2ccccc2O)cs1	0.0	-2.6	-4.7	-5	0.1	-0.2	-2	4	-14
O=C(NCCC1=CCCCC1)C1CCN(S(=O)(=O)c2cccc(C(F)(F)F)c2)CC1	0.3	-2.7	nt	-10	-1.8	2.0	-3	1	1
N#Cc1c(-c2ccncc2)c2c([nH]c1=S)CCCC2	0.6	5.7	-0.8	0	0.0	0.5	5	1	-10
O=C(CCc1nnc2ccc(NCc3ccccc3Cl)nn12)NCC1CCN(C2CCCC2)C1 (stereo unspecified)	4.9	0.9	-3.7	-4	2.6	2.5	3	-31	0
O=C1Nc2ccc(Br)cc2C12OCCO2	1.3	nt	-3.5	-13	-2.8	?	-1	?	0
Cc1ccc(S(=O)(=O)N2CCCCC2)cc1NC(=O)COC(=O)c1ccccc1F	0.3	nt	1.6	-1	-1.3	-0.1	0	4	-7
Cc1noc(C)c1COC(=O)CNC(=O)c1cccc(F)c1	1.1	nt	-3.9	-3	-0.7	0.7	0	6	2
O=c1ccc2c([nH]1)CCCCCCCCCC2	-0.6	-1.0	-1.9	29	-0.9	-7.2	-3	?	9
O=C(O)[C@@H]1CCCN1C(=O)c1ccccc1N1C(=O)[C@@H]2Cc3c([nH]c4ccccc34)C(c3cccc(Cl)c3)N2C1=O (stereo partly specified)	1.2	3.3	-7.1	-7	-0.6	-0.3	5	-14	3
COc1ccccc1N1CCN(c2ncnc3c2oc2ccccc23)CC1	0.3	nt	-3.4	1	2.5	-0.1	3	-2	-11
CC(=O)N1CCC(N(C(=O)Nc2ccc(F)cc2)C2CCCC2)CC1	1.6	2.2	0.1	-8	1.2	-0.2	0	-6	-3
CCC(=NCc1ccc(F)cc1)c1c(O)n(C)c(=O)n(C)c1=O	-0.2	28	-0.2	10	-0.4	0.5	1	-2	6
O=C(CN(c1ccccc1)S(=O)(=O)c1ccc(Cl)cc1)Nc1ccccc1C(=O)N1CCCC1	-1.1	nt	-1.9	0	-1.5	0.6	5	4	-4
CC(=O)c1ccc(C)cc1OC(=O)c1cccc(F)c1	-0.4	0.4	-5.3	-1	3.3	-0.4	2	0	1
CC(C)[C@H](NC(=O)c1ccccc1)C(=O)OCC(=O)NCC1CCCO1 (stereo partly specified)	0.7	-0.6	-2.7	2	0.0	2.5	-2	9	-5
O=[N+]([O-])c1ccccc1-c1ccc(C(=S)N2CCN(c3ccccc3)CC2)o1	-1.3	1.1	-1.3	5	1.1	?	3	?	18
COc1cccc(/C=N/NC(=O)CSCC(=O)Nc2ccccc2)c1O	-0.5	-0.3	-1.8	-3	1.6	-0.7	0	-4	7
Cc1ccccc1OC1CCN(C(=O)C2CCC(=O)N(C3CCCC3)C2)CC1 (stereo unspecified)	0.7	-0.5	1.3	0	2.6	2.0	-1	1	9
COc1cc(/C=C/c2cc(C(F)(F)F)[nH]c(=O)n2)cc(OC)c1OC	-1.0	nt	-1.3	0	nt	-0.8	6	-4	24
CN(Cc1cccnc1)C(=O)CNC(=O)COc1ccccc1	-0.4	-0.6	-0.1	4	0.1	-1.1	2	-2	5
CC1CC(C)CN(CCOc2cccc(Cl)c2Cl)C1 (stereo unspecified)	-1.9	nt	3.7	-1	-0.2	0.2	1	9	9
Cc1onc(-c2ccccc2Cl)c1C(=O)Nc1ccc(F)c(F)c1	0.1	nt	-2.2	-14	2.2	0.1	0	-3	4
CN(c1ccccc1)S(=O)(=O)c1ccc(C(=O)NNC(=O)c2ccccc2)cc1	0.0	0.7	-1.4	6	nt	0.9	0	4	7
Cc1ccc(SCC(=O)Nc2ccc(S(N)(=O)=O)cc2)cc1	-0.8	nt	-4.4	-4	-0.3	-0.2	-2	-3	-3
CCN(CC)CCC#CC1(O)c2ccccc2-c2ccccc21	-0.9	-2.5	0.9	-2	-1.1	0.4	0	9	-8
CCc1ccccc1NC(=O)/C(=C/c1ccco1)c1ccccc1	-0.8	-1.7	-2.0	2	2.8	2.3	2	16	10
Cc1ccc(-n2c(SCC3CCCCO3)nnc2-c2ccco2)cc1 (stereo unspecified)	0.2	nt	-1.7	-4	-0.6	-0.7	1	-19	1
O=C(Cc1cccc(NC(=O)C2CCCN(C(=O)CCc3ccccc3)C2)c1)Nc1cccc(C(=O)N2CCCC2)c1 (stereo unspecified)	0.4	1.4	0.6	-2	-0.1	-0.3	2	-3	-3

Assay outcomes deposited in PubChem by several laboratories.
